# D2 antag – HTS Assay for Allosteric Antagonists of the Human D2 Dopamine Receptor: Primary Screen for Antagonists; HEK293 TREx D2 cells, calcium flux, dopamine EC80; inhibition, % at 10 µM; AID 485344, 2010; 2% of 340,000 active; D(2) dopamine receptor (Homo sapiens), P14416; in the data active = inhibition above about 30%; also: 0% is about no effect
#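 Cells plated overnight at 30 C with tetracycline; no-wash calcium dye, 30–90 min RT; 10 s baseline; compound pinned; 180 s read; EC80 dopamine added; another 180 s read.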
# Pin1 inh – qHTS Assay to Find Inhibitors of Pin1; Pin1 FP peptide displacement, HiFluor488, 10 min; Potency, µM (highest dose often 115 µM), without a hit: at the top dose activity, negative = inhibition, actives largely listed as inhibitors; 0.009% of 390,000 active; AID 504891, 2011; active = well fitted inhibition curve with a large enough effect in the polarisation, with a control signal flat, not every such curve was filed as active; inconclusive = small, poorly fitted or top-dose-only effect, or effect the other way, or a change in a side signal; inactive = no such curve, though single readings can be large or run the other way; the % refers to the polarisation; also: potency is read from the fitted curve at half-maximal effect; % is scaled to controls: 0 for no effect and ±100 for the full control effect
# Target sequence (Q13526 whole entry, looked up): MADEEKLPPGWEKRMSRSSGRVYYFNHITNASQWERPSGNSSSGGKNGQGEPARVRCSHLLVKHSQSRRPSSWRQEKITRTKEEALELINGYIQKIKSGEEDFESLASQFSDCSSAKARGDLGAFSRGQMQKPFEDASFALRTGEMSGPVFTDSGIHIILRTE
# IDH1 R132H inh – qHTS for Inhibitors of mutant isocitrate dehydrogenase 1 (IDH1): qHTS; Isocitrate dehydrogenase [NADP] cytoplasmic (Homo sapiens), O75874; IDH1-R132H enzyme, NADPH consumption, diaphorase/resazurin fluorescence; Potency, µM (top dose mostly 76.6 µM), for inactives: at the highest dose activity change, negative = inhibition, most hits filed as inhibitors; 0.093% of 390,000 active; AID 602179, 2012; also: potency is read from the fitted curve at half-maximal effect; % is scaled to controls: 0 for no effect and ±100 for the full control effect; nearly all actives have a fitted effect of over 65% in size
#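 IDH1-R132H (0.5 ug/mL dispensed) in pH 7.5 Tris buffer was preincubated 30 min with compound, then given a substrate mix of 0.016 mM NADPH and 2 mM alpha-KG for 80 min at room temperature; remaining NADPH was read by diaphorase/resazurin fluorescence.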
# D2 agonist – HTS Assay for Allosteric Agonists of the Human D2 Dopamine Receptor: Primary Screen for Agonists; D(2) dopamine receptor (Homo sapiens), P14416; HEK293 T-REx D2 cells, calcium flux agonist mode; activation, % at 2 µM; 0.53% of 340,000 active;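 active = activation over 3 SD above normal in the single-dose calcium agonist read, cut at about 30% in these data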; also: 0% is about no effect
#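 In this primary screen, compounds producing a positive calcium signal within 180 s of addition to tetracycline-induced, force-coupled HEK293 Trex D2 cells are flagged; cells are dye-loaded with a no-wash calcium kit beforehand.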
# TrxR1 substrate – qHTS Assay for Substrates of Mammalian Selenoprotein Thioredoxin Reductase 1 (TrxR1): qHTS | Potency, µM (doses to about 114 µM), for the others: at the top dose activity change, negative = substrate turnover | 0.01% of 390,000 active | purified TrxR1 substrate turnover, NADPH consumption readout; also: potency is read from the fitted curve at half-maximal effect; % is scaled to controls: 0 for no effect and ±100 for the full control effect; nearly all actives have a fitted effect of over 50% in size
#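 Rat TrxR1, dispensed at 90 nM, was prereduced with 400 uM NADPH (final) for 5 min at ~22 deg C, then incubated with compound 15 min before 400 uM selenite. A first-read NADPH fluorescence drop versus no-compound background flagged substrates.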
# TRHR enhancer – qHTS for Small Molecule Agonists and Allosteric Enhancers of Human TRH Receptor: Primary Screen for Enhancers; Thyrotropin-releasing hormone receptor (Homo sapiens), P34981; TRHR cells, fluo-8 calcium fluorescence, EC20 TRH enhancement; enhancement, % at 2 µM; 0.66% of 360,000 active; AID 493056, 2011; in the data active = enhancement above about 30%; also: 0% is about no effect
#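 Enhancer read-out: after compound pinning and an initial kinetic agonist-mode read, an EC20 of TRH (10 nM final) was injected and fluo-8 calcium signal (Ex 480/Em 530) followed at 1 s/cycle for 100 cycles in TRHR-expressing cells.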
# USP1-UAF1 inh – Inhibitors of USP1/UAF1: Primary Screen. Potency, µM (titrated, usually from 57.1 µM), inactives show at the top dose activity change, negative = inhibition, hits mostly inhibitors. AID 743255, 2014. Ubiquitin carboxyl-terminal hydrolase 1 (Homo sapiens), O94782. recombinant USP1/UAF1, Ub-Rhodamine cleavage fluorescence. 0.23% of 390,000 active; also: potency is read from the fitted curve at half-maximal effect; % is scaled to controls: 0 for no effect and ±100 for the full control effect; nearly all actives have a fitted effect of over 60% in size; inactives centre near -12
# Target sequence (O94782 whole entry, looked up): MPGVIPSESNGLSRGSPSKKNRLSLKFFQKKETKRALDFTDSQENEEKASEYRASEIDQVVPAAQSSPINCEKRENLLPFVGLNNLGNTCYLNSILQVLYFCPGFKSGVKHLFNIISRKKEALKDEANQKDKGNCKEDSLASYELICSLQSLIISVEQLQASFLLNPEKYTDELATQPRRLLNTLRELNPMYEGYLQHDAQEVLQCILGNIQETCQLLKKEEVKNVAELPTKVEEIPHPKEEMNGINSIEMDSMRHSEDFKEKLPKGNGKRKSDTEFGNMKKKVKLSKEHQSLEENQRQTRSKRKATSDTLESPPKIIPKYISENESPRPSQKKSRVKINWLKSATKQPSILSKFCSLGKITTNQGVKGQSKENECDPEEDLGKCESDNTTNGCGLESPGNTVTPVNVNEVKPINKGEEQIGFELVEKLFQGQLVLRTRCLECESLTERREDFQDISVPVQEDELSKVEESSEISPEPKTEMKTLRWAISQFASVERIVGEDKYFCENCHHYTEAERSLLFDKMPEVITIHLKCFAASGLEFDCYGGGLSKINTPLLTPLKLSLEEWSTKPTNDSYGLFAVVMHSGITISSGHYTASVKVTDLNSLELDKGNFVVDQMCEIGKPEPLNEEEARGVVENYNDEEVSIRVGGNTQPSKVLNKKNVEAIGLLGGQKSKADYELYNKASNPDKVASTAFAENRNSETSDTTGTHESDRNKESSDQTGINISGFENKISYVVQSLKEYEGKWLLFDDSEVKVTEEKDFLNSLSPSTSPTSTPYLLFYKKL
#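 1 nM enzyme complex + cpd, 15 min RT; start with Ub-Rho 150nM final; kinetic fluorescence ex 480/em 540, 6 reads q60 s. Buffer 50mM HEPES pH 7.8, 0.5mM EDTA, 0.1 mg/ml BSA, 1mM TCEP, 0.01% Tween-20.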
# TrxR1 inh – qHTS Assay for Inhibitors of Mammalian Selenoprotein Thioredoxin Reductase 1 (TrxR1): qHTS; Thioredoxin reductase 1, cytoplasmic (Rattus norvegicus), O89049; recombinant rTrxR1, NADPH fluorescence consumption, selenite substrate; Potency, µM (series often up to 114 µM), for inactives: at the highest dose activity change, negative = inhibition, usual class: inhibitors; 1% of 390,000 active; AID 588453, 2011; also: potency is read from the fitted curve at half-maximal effect; % is scaled to controls: 0 for no effect and ±100 for the full control effect; nearly all actives have a fitted effect of over 65% in size
#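 Rat TrxR1 (90 nM in the dispensed reagent) was pre-reduced with 400 uM NADPH for 5 min at room temperature, then incubated with compound for 15 min. After 400 uM selenite was added, NADPH fluorescence (Ex 340/Em 450 nm) was followed for 8 min.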
# TRHR ag – qHTS for Small Molecule Agonists and Allosteric Enhancers of Human TRH Receptor: Primary Screen for Agonists; Thyrotropin-releasing hormone receptor (Homo sapiens), P34981; TRHR cells, calcium flux fluo-8, FDSS agonist mode; activation, % at 2 µM; 0.18% of 360,000 active; in the data active = activation above about 30%; also: 0% is about no effect
#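 TRHR-expressing cells, plated overnight in medium with 10% serum, were loaded with fluo-8 calcium dye at room temperature. After a 10 s baseline, library compound was pin-added and calcium release was recorded kinetically (ex 480/em 530) as agonist response.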
# * hit, by the source's call; u = inconclusive; x = not tested or not shown; [ ] = dose if it differs, or a comment. Unless noted, calls follow the shape of the dose curve; as a rule, active = well fitted inhibition curve with a large enough effect; inconclusive = small, poorly fitted or top-dose-only effect; inactive = no such curve, though single readings can be large or run the other way. Only part of the results is shown; rates above refer to the full screens.
SMILES,D2 antag,Pin1 inh,IDH1 R132H inh,D2 agonist,TrxR1 substrate,TRHR enhancer,USP1-UAF1 inh,TrxR1 inh,TRHR ag
Cn1c(=O)c2c(ncn2Cc2cccc(Cl)c2)n(C)c1=O,x,-1%,2%,x,-1%,x,-10%,20%,x
COC(=O)[C@]1(C)CCC[C@@]2(C)C3CC[C@]4(OC(C)=O)C[C@@]3(CCC21)CC4=NO (stereo partly specified),3,u,0%,-2.0,-12%,10,-22%,-11%,-0.8
Cc1cc(=O)n2[nH]c(-c3sccc3-n3c(C)ccc3C)cc2n1,x,u,-1%,x,-16%[57.1 µM],-6,-24%,-52%,0.3
COC(=O)C1C(=O)c2c([nH]c(C(=O)OCC3CCCO3)c2C)CC1C (stereo unspecified),-3,-3%,9%,1.2,5%[57.1 µM],-1,-8%,18%[57.1 µM],0.1
CC(/C=C/c1ccc(Cl)o1)=C\C(=O)O,-10,-11%,-1%,0.6,-19%,-12,-4%,u,-0.1
Cc1nn(C)cc1C(C(=O)NC1CCCCC1)N(C(=O)c1cnccn1)c1ccc(Oc2ccccc2)cc1 (stereo unspecified),-2,-4%,7%,0.3,-5%,-6,-8%,-8%,-1.0
COc1ccc(C(=O)C2CCCN(C(=O)Cn3nc(C)cc3C)C2)cc1F (stereo unspecified),16,19%,8%,-0.5,2%,-1,-15%,22%,-0.3
COc1cc(/C=C/C(=O)OCC(=O)c2c(N)n(C)c(=O)n(C)c2=O)ccc1O,3,9%,14%,1.8,9%,0,-14%,9%,0.6
CC1CN(C2CCN(C(=O)c3ccccc3)CC2)CC(C)O1 (stereo unspecified),15,-2%,1%,0.2,-3%,17,-5%,-15%,0.2
COc1cc(OC)c(C2SCCN2S(=O)(=O)c2ccc(F)cc2)cc1OC (stereo unspecified),26,-3%,11%,-2.4,-4%,2,-16%,5%,0.2
Cc1[nH]n2c(=O)cc(Cc3ccccc3)nc2c1C#N,42*,3%,-4%,0.7,10%,-4,-8%,-4%,-0.8
COCc1cc(C)nc(OCC(=O)N/N=C/c2cccc(OC)c2)c1C#N,1,1%,1%,-0.3,28%,1,-12%,3%,-0.3
Cc1[nH]c2ccccc2c1C(=O)CSc1nncn1C,-1,-6%,9%,1.4,-6%,-1,-7%,-2%,0.1
CCCC1(c2ccccc2)NC(=O)N(C/C=C/Cl)C1=O (stereo unspecified),-16,-1%,-5%,-0.9,-1%,25,-20%,12%,-0.9
CC[C@]12c3[nH]c4ccc(OC)cc4c3CCN1C(=O)C(CC(=O)NCCN1CCOCC1)C[C@@H]2C(=O)N1CCN(C(=O)c2ccco2)CC1 (stereo partly specified),x,-4%,-1%,x,1%,x,u,17%,x
O=C(Nc1ccon1)C(Sc1ccccc1)c1ccccc1 (stereo unspecified),11,1%,4%,-0.3,7%,2,-17%,21%,0.0
COc1ccc(C(=O)N(c2ccccc2)C2C=CS(=O)(=O)C2)cc1 (stereo unspecified),-6,-9%,7%,0.7,4%[57.1 µM],1,-3%,6%[57.1 µM],0.3
CCOc1ccccc1NC(=O)Cn1c(=O)oc2cc(Cl)ccc21,0,6%,5%,0.3,-7%,2,-4%,-4%[57.1 µM],0.5
Cc1ccc(-n2nc3ccc(NC(=O)c4cccc([N+](=O)[O-])c4C)cc3n2)cc1,3,3%,-3%,2.8,5%[57.1 µM],-6,u,4%[57.1 µM],1.0
COc1ccc(NC2c3ncccc3C(=O)N2Cc2cccs2)cc1 (stereo unspecified),-10,0%,-6%,-0.2,-12%,0,-2%,-7%,0.0
COCn1c(-c2ccc(OC)cc2)nc2ccccc21,4,-6%,9%,-0.2,11%,6,-20%,-15%,-0.5
Cc1ccsc1CN(Cc1ccco1)c1cnc(S(C)(=O)=O)nc1C(=O)Nc1ccc(Cl)cc1,x,21%,-4%,3.0,4%,-5,1%,-11%,0.9
COCCn1c(SCC(=O)NCCCN2CCCC2=O)nc2sc3c(c2c1=O)CCCC3,x,1%,3%,x,-6%,x,-4%,3%,x
CCN(CC)Cc1c(O)ccc2c(=O)c(-c3ccccc3OC)coc12,1,7%,-3%,-1.2,166%[activator][57.1 µM],21,-22%,1%[57.1 µM],-0.2
Cc1ccc(NC(=O)c2ccccc2N(C)S(C)(=O)=O)cc1C,16,-17%,8%,-0.2,-4%,7,-4%,2%,0.1

# The closing two compounds of the part before are carried over, then new ones follow:
SMILES,D2 antag,Pin1 inh,IDH1 R132H inh,D2 agonist,TrxR1 substrate,TRHR enhancer,USP1-UAF1 inh,TrxR1 inh,TRHR ag
CCN(CC)Cc1c(O)ccc2c(=O)c(-c3ccccc3OC)coc12,1,7%,-3%,-1.2,166%[activator][57.1 µM],21,-22%,1%[57.1 µM],-0.2
Cc1ccc(NC(=O)c2ccccc2N(C)S(C)(=O)=O)cc1C,16,-17%,8%,-0.2,-4%,7,-4%,2%,0.1
COc1ccc(/C=C(\NC(=O)c2ccc(OC)c(OC)c2)C(=O)N2CCN(C)CC2)cc1,-6,3%,-4%,0.1,-3%,17,-2%,1%,0.3
O=C(N/N=C/c1ccc([N+](=O)[O-])o1)c1sc2ccccc2c1Cl,-15,u,6%,0.4,5%,-2,-20%,79µM*,1.3
COC(=O)c1cccc(NC(=O)c2cnoc2C)c1,7,-3%,1%,0.8,-1%,0,-4%,7%,0.3
CCCCOP(=O)(c1ccc(N(C)C)cc1)C(O)c1ccccc1F (stereo unspecified),6,u,7%,0.8,-9%,5,2%,-14%,-0.6
Cc1ccc2c(=O)cc(C(=O)Nc3c(C(=O)Nc4cccc(Cl)c4)oc4ccccc34)oc2c1,x,-5%,3%,0.6,4%,6,-12%,25%,-0.1
Cc1cccc(NC(=O)Nc2cc(C)cc(C)n2)c1,17,4%,-2%,-0.2,1%,2,-12%,9%,-0.5
CC(CNC(=O)c1nnc(Cc2ccc(F)cc2)o1)c1ccccc1 (stereo unspecified),x,-2%,13%,-0.2,11%[11.4 µM],2,-13%,40%[11.4 µM],-0.1
CCCOc1cccc(C2c3c(-c4ccccc4O)n[nH]c3C(=O)N2Cc2ccco2)c1 (stereo unspecified),x,-1%,-9%,-1.2,-1%,-3,-26%,-1%,-0.3
CC(C)[C@@H](N)C(=O)N/N=C/c1ccc2ncccc2c1,x,2%,2%,x,-12%[57.1 µM],-6,0%,-14%[57.1 µM],0.3
O=[N+]([O-])c1ccc(S(=O)(=O)N2CCn3cccc3C2c2ccc(Br)cc2)cc1 (stereo unspecified),x,-8%,-1%,0.7,2%[57.1 µM],-5,-26%,21%[57.1 µM],0.0
O=C(NCc1ccccn1)c1cc(S(=O)(=O)N2CCN(c3ccccc3)CC2)ccc1Cl,1,-5%,-3%,0.4,8%,-1,-10%,20%,-0.3
COCCOC(=O)c1[nH]c2c(c1C)C(=O)CC(c1cc(OC)ccc1OC)C2 (stereo unspecified),-3,1%,11%,-0.3,0%[57.1 µM],-8,-5%,26%[57.1 µM],-0.3
O=C(c1cn(-c2ccccc2)nc1-c1ccncc1)N1CCCCC1,-25,-10%,0%,0.1,33%,-10,-20%,19%,-0.5
O=C(NCc1cccnc1)C1c2ccccc2C(=O)N1C1CCCCCC1 (stereo unspecified),-6,-7%,9%,1.8,-5%,-3,-16%,-1%,0.1
COc1ccccc1C(=O)Nc1nnc(-c2ccccc2)s1,5,2%,10%,-1.3,19%,1,-1%,37%[activator],-0.2
C[C@]12c3[nH]c4cc(-c5ccco5)ccc4c3CCN1C(=O)[C@@H](CC(=O)NCC13CC4CC(CC(C4)C1)C3)C[C@@H]2C(=O)N1CCOCC1,x,14%,-8%,x,12%,x,-22%,6%,x
CC1(C)C2CCC1(CS(=O)(=O)N1CCCc3ccccc31)C(=O)C2 (stereo unspecified),5,-2%,8%,0.2,6%[57.1 µM],-1,0%,14%[57.1 µM],-0.4
Cc1cc(/C=C2\C(=N)N3N=C(CC(=O)N4CCOCC4)SC3=NC2=O)c(C)n1Cc1ccccc1,-6,u,-23%,0.3,14%,2,-17%,-1%,0.0
O=C(COc1ccccc1Cl)NCc1nc(-c2ccccc2)no1,-11,7%,1%,-0.3,-7%,2,-12%,11%,-0.6
O=C(O)c1ccc(-c2ccccc2C(F)(F)F)o1,0,0%,1%,0.9,8%,5,2%,-25%,0.1
C[C@H](NC(=O)c1nc[nH]c1C(=O)NCCCCCN)C(=O)OCc1ccccc1,-5,-1%,-6%,0.5,10%[57.1 µM],5,-17%,18%[57.1 µM],0.3
COc1ccc(NC(=O)c2cnc(SC)nc2C)c(OC)c1,38*,1%,-6%,0.8,13%[57.1 µM],-1,-15%,23%,-0.2

# By substructure, the compounds so far containing a cyano group (two)
SMILES,D2 antag,Pin1 inh,IDH1 R132H inh,D2 agonist,TrxR1 substrate,TRHR enhancer,USP1-UAF1 inh,TrxR1 inh,TRHR ag
Cc1[nH]n2c(=O)cc(Cc3ccccc3)nc2c1C#N,42*,3%,-4%,0.7,10%,-4,-8%,-4%,-0.8
COCc1cc(C)nc(OCC(=O)N/N=C/c2cccc(OC)c2)c1C#N,1,1%,1%,-0.3,28%,1,-12%,3%,-0.3
